Assay outcomes from PubChem BioAssay.
MITF primary – blocks human microphthalmia-associated transcription factor | O75030 | AlphaScreen MITF homodimerization, bead proximity signal | inhibition, % at 2.6 µM | hit rate 0.91% among 650,000 | AID 1259374; in the data active means inhibition above about 50%;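 further: 0% = vehicle wells with protein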
GPR151 activ – activates the human receptor GPR151; AID 1508602; Q8TDV0; PathHunter beta-arrestin GPR151 cells, luminescence; activation, % at 11.2 µM; hit rate 1% among 650,000; in the data active means activation above about 4.9%;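 further: 0% = median of compound wells and 100% = cells with positive control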
FBW7 act – human FBW7 E3 ligase activation, primary screen; Q969H0; AlphaScreen FBW7–phospho-cyclin E peptide binding, activator screen; normalized activity (activation), % at 26.1 µM; hit rate 0.13% among 650,000; AID 1259310; in the data active means normalized activity above about 1.9%;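 further: purified mutant Fbw7 with reduced substrate affinity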
Target sequence (Q969H0 whole entry, looked up): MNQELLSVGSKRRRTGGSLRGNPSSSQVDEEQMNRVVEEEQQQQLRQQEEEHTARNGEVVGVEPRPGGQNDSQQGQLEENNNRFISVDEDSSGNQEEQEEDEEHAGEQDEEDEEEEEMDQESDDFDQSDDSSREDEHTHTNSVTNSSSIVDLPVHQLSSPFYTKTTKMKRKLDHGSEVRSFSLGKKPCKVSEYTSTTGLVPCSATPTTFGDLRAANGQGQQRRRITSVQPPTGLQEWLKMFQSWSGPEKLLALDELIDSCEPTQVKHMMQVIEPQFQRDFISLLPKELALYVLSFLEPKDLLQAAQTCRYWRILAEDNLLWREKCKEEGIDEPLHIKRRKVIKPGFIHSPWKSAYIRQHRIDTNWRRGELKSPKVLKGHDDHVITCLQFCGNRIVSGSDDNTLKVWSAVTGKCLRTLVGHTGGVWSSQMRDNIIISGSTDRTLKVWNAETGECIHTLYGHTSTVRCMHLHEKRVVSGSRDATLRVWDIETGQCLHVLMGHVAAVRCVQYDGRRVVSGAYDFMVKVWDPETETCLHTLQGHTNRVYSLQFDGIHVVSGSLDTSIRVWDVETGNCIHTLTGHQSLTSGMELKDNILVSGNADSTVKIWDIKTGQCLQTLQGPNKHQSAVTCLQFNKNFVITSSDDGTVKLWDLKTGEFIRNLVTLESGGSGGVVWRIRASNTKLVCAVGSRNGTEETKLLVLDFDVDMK
TEAD-YAP block – TEAD-YAP interaction inhibition; HEK-TIYL cells, TEAD-Gal4/YAP UAS-luciferase luminescence; inhibition, % at 9.12 µM; hit rate 1.4% among 640,000; AID 1259422; in the data active means inhibition above about 32%;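 further: 0% = median of test compound wells and 100% = reference inhibitor wells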
* hit, by the source's call; . = not tested or not shown; & = joins results of further samples.

SMILES	MITF primary	GPR151 activ	FBW7 act	TEAD-YAP block
COc1ccc(CC(=O)NCC(c2ccc3c(c2)OCO3)N2CCN(c3ccccc3)CC2)cc1 (stereo unspecified)	7	0.7	-0.1	7
Cc1cc(NCCCO)n2nc(C)c(-c3ccccc3)c2n1	7	-0.6	0.1	-40
COc1cccc(C2=NC(c3ccc(F)cc3)NC(c3cc(Br)ccc3O)C2)c1 (stereo unspecified)	8	-0.4	0.1	23
CC(=O)Nc1ccc(-c2nn3c(C)nnc3s2)cc1	0	-0.3	-0.1	6
CC1CCN(S(=O)(=O)c2ccc(CN3C(=O)c4cccnc4C3=O)cc2)CC1	14	-1.4	-0.1	4
O=C(CCCSc1nnc(Nc2ccccc2F)s1)N1CCOCC1	-5	-1.2	-0.1	-22
COc1ccc(CN2C(=O)NC(=O)/C(=C\c3ccc(C)o3)C2=O)cc1	19	-0.3	-0.2	2
CCCC(=O)Nc1ccc(Cl)c(NC(=O)C(Cl)(Cl)Cl)c1	-3	-0.9	-0.2	1
CC(C)NC(=O)NC(=O)CSc1nncn1C	1	1.5	0.1	6
O=S(=O)(c1ccc(NC(=S)Nc2cccc(C(F)(F)F)c2)cc1)N1CCOCC1	-4	0.2	-0.2	1
O=C(/C=C/c1ccccc1)Nc1nc(CC(=O)NCc2ccc(F)cc2)cs1	-3	1.0	0.1	-23
COc1ccc(-c2cn3cc(-c4ccccc4)nc3n2C)cc1	-4	-1.4	-0.3	97*
CCN1C(=O)CC(C(=O)Nc2ccc(F)cc2)SC1=Nc1ccc2c(c1)OCO2 (stereo unspecified)	-2	-0.7	0.0	-6
CCOC(=O)C(C(=O)OCC)C(C)C#CCN1CCCCC1 (stereo unspecified)	4	-0.2	0.2	-1
CCCSc1nc2ccc(Br)cc2c(=O)n1C	-7	1.0	0.1	0
CC1CCCN(c2ccc(NC(=O)CN3CCC4(CC3)NC(=O)c3ccccc3O4)cc2)C1 (stereo unspecified)	7	0.8	-0.2	18
Cc1c(C(=O)N2CCN(c3ccc(F)cc3)CC2)sc2ncn(Cc3ccccc3Cl)c(=O)c12	4	0.2	-0.2	-2
CC(=O)Nc1ccc(S(=O)(=O)NCCNc2ccc([N+](=O)[O-])cc2C(F)(F)F)cc1	8	0.0	0.0	7
COc1ccc(CN2CCN(Cc3ccccn3)CC2CCO)cc1C (stereo unspecified)	0	-0.2	-0.1	-6
FC(F)(F)c1cccc(CNc2cc(N3CCN(c4ccccn4)CC3)ncn2)c1	-16	1.0	0.0	3

Copied from the list:
O=S(=O)(c1ccc(NC(=S)Nc2cccc(C(F)(F)F)c2)cc1)N1CCOCC1 | FBW7 act = -0.2
Cc1c(C(=O)N2CCN(c3ccc(F)cc3)CC2)sc2ncn(Cc3ccccc3Cl)c(=O)c12 | TEAD-YAP block = -2
COc1ccc(CN2C(=O)NC(=O)/C(=C\c3ccc(C)o3)C2=O)cc1 | GPR151 activ = -0.3
CC1CCN(S(=O)(=O)c2ccc(CN3C(=O)c4cccnc4C3=O)cc2)CC1 | FBW7 act = -0.1
CC(C)NC(=O)NC(=O)CSc1nncn1C | GPR151 activ = 1.5
CCCC(=O)Nc1ccc(Cl)c(NC(=O)C(Cl)(Cl)Cl)c1 | GPR151 activ = -0.9

More entries follow:
SMILES	MITF primary	GPR151 activ	FBW7 act	TEAD-YAP block
COc1ccc(-c2nnc(Nc3ccc(OCC(N)=O)cc3)c3ccccc23)cc1	4	-0.8	0.0	6
O=C(NCC1OCCc2ccccc21)c1ccccc1Br (stereo unspecified)	-2	0.6	-0.1	-21
Cc1nc(N2CCCCC2)c2c(C)c(C(=O)O)sc2n1	-11	-0.6	0.0	27
O=C(O)CNC(=O)c1ccc(Sc2ccccc2)c([N+](=O)[O-])c1	20	-0.8	0.4	8
CC1=C2C(=CO[C@H](C)[C@H]2C)C(=O)C(C(=O)O)=C1O	2	-1.5	-0.1	0
CCCc1cc(=O)[nH]c(SCC(=O)Nc2ccc(OCC)cc2)n1	16&16	-0.6&0.1	0.4&0.1	27&7
CCc1ccccc1NC(=O)c1cnc2sccn2c1=O	-7	1.1	-0.1	-45
CN1CCC(=NNc2c([N+](=O)[O-])cc(C(F)(F)F)cc2[N+](=O)[O-])CC1	9	-0.7	0.3	1
COc1ccc(/C(C)=N/Nc2ccc(F)cc2F)c(O)c1	7	0.8	0.1	2
O=C1N[C@H](Cc2ccc(O)cc2)C(=O)N2CCN(Cc3ccc4ncccc4c3)C[C@H]12	-9	1.3	0.0	-5
Cc1ccc(-n2c(SCc3ccccc3)nc3ccsc3c2=O)cc1C	18	-1.5	0.1	1
COc1ccc(CNc2nc3ccccc3n2CCN2CCOCC2)cc1OC	6	10.0*	0.0	-4
COc1ccc(CC(=O)OCC(=O)Nc2ccccc2C(C)C)cc1	-2	-0.2	0.0	-3
CCSc1ccc(SC(CC(=O)c2ccccc2)c2cccc([N+](=O)[O-])c2)s1 (stereo unspecified)	16	0.4	0.1	2
Nc1nnc(SCC(=O)OCC(=O)Nc2ccc(Br)cc2F)s1	1	6.2*	-0.3	19
O=c1oc2cc(OCc3ccc(Cl)cc3Cl)ccc2c2c1CCCC2	4	-1.0	-0.1	-2
O=C(CN1CCN(Cc2ccc(Cl)cc2)C1=O)NCc1ccc(Cl)cc1	-5	-0.5	0.1	1
CC(C)C(NS(C)(=O)=O)c1nnc2n1CCN(Cc1ccc3ccccc3c1)CC2 (stereo unspecified)	5	1.2	-0.1	12
C=CCN1C(=O)C2(/C(=C(\O)c3ccc(C)cc3)C(=O)C(=O)N2CCOC)c2ccccc21 (stereo unspecified)	8	-1.3	0.6	-7
CCCN1CCN(C(=O)C2c3ccccc3C(=O)N(C3CCCCC3)C2c2ccc(OC)cc2)CC1 (stereo unspecified)	4	-0.4	0.0	-19

Sorted by length of the SMILES (high to low): some entries from above
SMILES	MITF primary	GPR151 activ	FBW7 act	TEAD-YAP block
CCCN1CCN(C(=O)C2c3ccccc3C(=O)N(C3CCCCC3)C2c2ccc(OC)cc2)CC1 (stereo unspecified)	4	-0.4	0.0	-19
COc1ccc(-c2nnc(Nc3ccc(OCC(N)=O)cc3)c3ccccc23)cc1	4	-0.8	0.0	6
CC1=C2C(=CO[C@H](C)[C@H]2C)C(=O)C(C(=O)O)=C1O	2	-1.5	-0.1	0
COc1ccc(CNc2nc3ccccc3n2CCN2CCOCC2)cc1OC	6	10.0*	0.0	-4

Remaining list, next part:
SMILES	MITF primary	GPR151 activ	FBW7 act	TEAD-YAP block
Nc1cc(N2CCCCC2)c([N+](=O)[O-])cc1Cl	-2	0.1	-0.1	12
CC(C)Sc1nc2ccc([N+](=O)[O-])cc2[nH]1	3	-1.3	0.9	-21
O=C1CCCC(C(C(=O)OCc2ccccc2)C(=O)OCc2ccccc2)C1 (stereo unspecified)	-1	-0.9	-0.1	.
CCN1CCN(C(=O)c2cn(C3CCCCC3)c(=O)c3c2c2ccccc2n3C)CC1	8	0.3	0.2	7
COc1ccccc1-n1c(-c2ccc(NS(C)(=O)=O)cc2)n[nH]c1=S	2	6.5*	0.0	-9
CCN(CC)C(=O)CSc1nnc(COc2ccc(Cl)c(C)c2)o1	9	-1.1	0.0	-6
Cc1ccc2nc3c(cc2c1)CN(Cc1ccco1)C(=O)CO3	9	1.1	0.0	-12
COCCNC(=O)/C=C/c1cccs1	0	2.3	-0.1	-1
C[C@@H]1CN(C(=O)C2CC23CCN(CCCc2ccccc2)CC3)C[C@H](C)O1 (stereo partly specified)	6	0.0	0.1	8
Cc1cccc(N2NC(=O)/C(=C/c3ccc(-c4ccc5c(c4)COC5=O)o3)C2=O)c1	10	1.1	0.1	0
O=C(NCc1ccco1)c1cccc(F)c1	7	1.2	-0.1	15
CC1SCC(=O)N(CC(=O)Nc2ccc(Cl)c(Cl)c2)C1=O (stereo unspecified)	-7	-2.4	0.0	10
Cc1ccccc1-n1c(SCC(=O)NC(C)(C)C)nnc1-c1ccccn1	7	-0.3	0.2	-3
COc1cc(CNc2ccc3ncc(-c4ccc(C(=O)O)cc4)n3n2)cc(OC)c1OC	2	0.5	-0.4	-2
O=C(Cn1cnc2c(nnn2Cc2ccccc2F)c1=O)N1CCCc2ccccc21	7	-0.8	0.1	-3
O=C(O)Cn1cc(/C=C2/NC(=O)NC2=O)c2ccccc21	12	0.4	0.0	15
CCN1CCN(c2nc3cc4c(cc3cc2CNCc2ccccc2F)OCO4)CC1	-2	1.2	0.0	-9
CCOC(=O)c1ccc(N=c2oc3c(OC)cccc3cc2-c2nc3ccccc3[nH]2)cc1	10	-0.9	0.1	-9
O=C(c1cc2ccccc2c(=O)o1)n1cnc2ccccc21	3	-0.1	-0.1	5
CN(C1=NS(=O)(=O)c2ccccc21)c1ccc(OC(=O)c2ccc(C(C)(C)C)cc2)cc1	7	0.8	0.1	0
CCOC(=O)CCC(=O)NCc1ccc2[nH]c3c(c2c1)CCCC3	5	-0.4	0.2	12
COc1cc(C(=O)NCC(=O)N/N=C/c2ccc3c(c2)OCO3)cc(OC)c1OC	8	-0.7	0.2	-4
CN(Cc1ccccc1)C(=O)CCC1CCN(C(=O)CCOc2ccccc2)CC1	-5	-0.5	0.0	13
COC(=O)CSc1nnc(CNC(=O)c2cccs2)n1-c1ccccc1	-13	1.0	0.0	-1
O=Cc1ccc(-c2ccc(Nc3ccc4c(c3)OCCO4)nc2)cc1	-14	1.9	-1.1	-12
Cc1ccc(C)c(-c2cc(C(=O)Nc3ccc(C)c(Cl)c3)c3ccccc3n2)c1	-3	-1.2	0.0	1
Cc1ccc(S(=O)(=O)N(CC(=O)NC2CC2)C2CCCCC2)cc1	13	1.6	0.6	-8
CSc1nc(-c2ccco2)nn1C(=O)c1cccc([N+](=O)[O-])c1	-16	-0.2	-0.1	18
Cc1ccc2c(c1)/C(=C/c1ccccc1F)C(=O)N2	-6	-0.3	-0.1	8
Cc1ccccc1CN(CC1CCC(C(=O)O)CC1)C(=S)Nc1ccccc1Cl (stereo unspecified)	3	0.0	-0.1	19
CN(C)c1ccc(NC(=O)c2cccc(I)c2)cc1	28	-3.6	0.1	-29
CCCc1cc(=O)[nH]c(SCC(=O)Nc2ccc(OC)c(OC)c2)n1	-13	-1.7	0.1	5
CCOC(=O)c1cc(-c2cc3ccccc3o2)nc2c1c(=O)[nH]c(=O)n2C	-8	-0.4	0.0	-6
O=C(Cc1ccccc1)Nc1nc(-c2ccc([N+](=O)[O-])cc2)cs1	6	-0.1	0.0	6
CCN(Cc1nc(-c2ccc(C)cc2)no1)C(=O)Nc1ccccc1C	2	-1.6	0.0	-8
CCOc1ncccc1C(=O)Nc1nc(SCc2ccc(Cl)cc2)n[nH]1	-4	0.4	-0.2	-8
O=C(CCNS(=O)(=O)c1ccc2c(c1)OCCO2)NNC(=O)c1ccc(F)cc1	16	-0.8	0.1	1
COc1cc(/C=N/NC(=S)Nc2cccc(C(=O)O)c2)cc(OC)c1OC	-5	-0.3	-0.1	-6
CCC(C)c1ccccc1OCCCNCCOC (stereo unspecified)	13	-0.1	0.0	1
CC(=O)c1ccc(N2CCN(C(=O)CCCNS(=O)(=O)c3cccs3)CC2)cc1	5	1.6	-0.2	14
Cc1nnsc1C(=O)N1CCC2(CC1)CC2C(=O)NCC1(c2ccccc2)CCCC1 (stereo unspecified)	-3	-0.1	-0.2	-11
CCN(CC)C(=O)CS(=O)(=O)c1cn(CC(=O)N(C(C)C)C(C)C)c2ccccc12	8	-0.5	0.5	7
COc1cc(C2C(C(C)=O)C(=O)CC(C)(O)C2C(C)=O)cc(OC)c1OC (stereo unspecified)	9	-0.7	0.3	3
COc1ccc(C(=O)Nc2ccc(S(=O)(=O)Nc3nccs3)cc2)c(OC)c1	0	1.8	0.0	-2
COc1ccc(C2CC(=O)n3nc(-c4cccc5ccccc45)nc3S2)cc1 (stereo unspecified)	10	0.1	0.3	4
C/C(N)=C(/C#N)C(=O)CSc1nnc(C(F)(F)F)n1N	4	0.7	0.0	-7
O=C(NCCOc1ccccc1Cl)c1cc(C(=O)NCCOc2ccccc2Cl)cc([N+](=O)[O-])c1	10	-0.3	0.0	1
CC1=C/C(=C\c2c(O)n(C)c(=S)n(C)c2=O)C(C)=N1	-1	0.7	-0.2	1
CC(C)c1ccc(N(CC(=O)NCCSc2ccccc2)S(C)(=O)=O)cc1	20	21*	0.5	3
N#Cc1c(-c2ccc(F)cc2)cc(-c2ccccc2)nc1SCC(=O)NC1CC1	-1	1.3	0.3	-1
COC(=O)c1cc(S(=O)(=O)Nc2c(Cl)cc(OC)cc2OC)c[nH]1	8	-1.2	0.1	3
COC1CCN(Cc2ccc(OCC(O)CN3CCc4ccccc4C3)cc2)CC1 (stereo unspecified)	5	-0.5	0.1	10
O=C(CSc1nc2ccccc2c(=O)n1CC1CCCO1)NCCC1=CCCCC1 (stereo unspecified)	11	-1.5	0.0	4
COc1ccc(N(CC(=O)NCCSc2ccc(C)cc2)S(C)(=O)=O)c(OC)c1	-5	0.2	0.0	16
Cc1nc(Cl)c(C(=O)Nc2cccc(F)c2)c(C)c1Cl	-10	0.3	-0.1	-3
COc1ccc(C2C(C(=O)Nc3cc(C)ccc3OC)c3ccccc3C(=O)N2c2ccc(OC)cc2)cc1 (stereo unspecified)	11	-0.4	1.0	3
COc1ccc(C2C3=C(CC(C)(C)CC3=O)Nc3ccccc3N2C(C)=O)cc1COc1ccc(F)cc1 (stereo unspecified)	-2	2.2	-0.6	2
C=COCCNC(=O)C(=O)Nc1cccc(C(F)(F)F)c1	-9	0.5	-0.1	-4
